PP5 primary = PP5 phosphatase inhibitors, primary screen, biochemical, fluorescence. inhibition, % at 6.7 µM. Serine/threonine-protein phosphatase 5 (Homo sapiens), P53041. AID 1987, 2009. hit rate 0.18% among 320,000. purified PP5c, OMFP substrate fluorescence;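 active = inhibition above the campaign's mean inhibition across all tested compounds plus 3 SD, cut at about 9.5% in these data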;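 also: 0% = DMSO only and 100% = 100 µM cantharidin control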
Target sequence (P53041 whole entry, looked up): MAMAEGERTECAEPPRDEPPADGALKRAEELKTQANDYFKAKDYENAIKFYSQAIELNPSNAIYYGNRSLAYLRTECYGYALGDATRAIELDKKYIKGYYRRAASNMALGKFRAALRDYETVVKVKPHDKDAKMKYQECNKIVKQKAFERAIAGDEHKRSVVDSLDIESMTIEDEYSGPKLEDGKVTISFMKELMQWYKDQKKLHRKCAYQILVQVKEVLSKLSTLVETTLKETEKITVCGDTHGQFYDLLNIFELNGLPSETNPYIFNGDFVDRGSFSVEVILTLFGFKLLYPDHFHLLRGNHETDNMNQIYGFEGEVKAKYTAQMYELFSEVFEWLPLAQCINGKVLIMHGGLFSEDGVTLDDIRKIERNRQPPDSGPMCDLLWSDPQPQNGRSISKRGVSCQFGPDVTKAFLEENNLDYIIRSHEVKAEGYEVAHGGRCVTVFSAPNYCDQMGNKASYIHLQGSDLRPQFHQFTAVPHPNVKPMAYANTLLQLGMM
procasp3 activ = activators of human procaspase-3 D3A mutant, primary screen, biochemical, absorbance, PC-3 D3A mutant, single concentration. Caspase-3 (Homo sapiens), P42574. recombinant procaspase-3 D3A, Ac-DEVD-pNA absorbance 405 nm. activation, % at 8.5 µM. hit rate 0.11% among 330,000. AID 463141, 2010;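 active = activation above the mean of all tested compounds plus 3 SD, cut at about 21% in these data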;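 also: 0% = DMSO alone and 100% = DMSO wells spiked with extra 5 µM PC-3 D3A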
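Test system: Procaspase-3 D3A mutant, all three cleavage aspartates alanine | Dosing: Single dose, 8.5 µM nominal compound, 0.8% DMSO | Schedule: 1 h preincubation, 2 h reaction | Technique: 405 nm absorbance of p-nitroaniline, reads at 0 and 120 min | Repeats: One well per compound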
PP1 inh = PP1-alpha phosphatase inhibitors, primary screen, counter-screen for PP5 inhibitor project, biochemical, fluorescence, OMFP substrate, single point | purified PP1alpha | inhibition, % at 6.7 µM | Serine/threonine-protein phosphatase PP1-alpha catalytic subunit (Homo sapiens), P62136 | hit rate 0.9% among 320,000;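 active = inhibition above the mean inhibition of all tested compounds plus 3 SD, computed separately for each screening campaign, cut at about 15% in these data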
Target sequence (P62136 whole entry, looked up): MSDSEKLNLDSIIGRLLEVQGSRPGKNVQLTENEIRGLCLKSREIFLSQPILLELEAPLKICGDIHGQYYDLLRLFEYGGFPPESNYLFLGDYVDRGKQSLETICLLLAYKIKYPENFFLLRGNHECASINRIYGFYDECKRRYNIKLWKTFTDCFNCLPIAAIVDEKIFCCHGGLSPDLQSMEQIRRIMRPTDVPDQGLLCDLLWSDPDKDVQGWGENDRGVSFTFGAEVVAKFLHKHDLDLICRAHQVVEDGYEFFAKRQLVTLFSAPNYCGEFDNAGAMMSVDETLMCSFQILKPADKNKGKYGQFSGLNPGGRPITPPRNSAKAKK
TPT1 inh = Candida albicans TPT1 enzyme inhibitors, primary screen, biochemical, fluorescence polarization; tRNA 2'-phosphotransferase TPT1 (Candida albicans SC5314); recombinant caTPT1, FP RNA substrate dephosphorylation; inhibition, % at 5 µM; hit rate 0.81% among 300,000;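 active = inhibition above the mean of all tested compounds plus 3 SD, set per screening campaign, cut at about 24% in these data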;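 also: plate controls were DMSO alone for no effect and ferristatin control at 100 nM for full effect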
AHR activator = AHR activators, primary screen, cell-based, luminescence, luciferase reporter, human. hit rate 2.5% among 320,000. AHR-responsive luciferase reporter cells. activation, % at 5 µM. Aryl hydrocarbon receptor (Homo sapiens), P35869; in the data active = activation above about 47%;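 also: 0% = vehicle wells and 100% = reference agonist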
procasp7 counter = procaspase-7 activators, primary screen, counter-screen for procaspase-3 activator project, biochemical, absorbance, HTS, human; AID 463210, 2010; activation, % at 8.5 µM; recombinant procaspase-7, Ac-DEVD-pNA absorbance 405 nm; D23A/D198A/D206A triple mutant, cannot self-cleave; scale: DMSO 0, 5 µM enzyme 100; hit rate 0.093% among 330,000;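 active = percent activation above the screen-wide mean plus 3 SD, cut at about 25% in these data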
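Material: Procaspase-7 triple mutant (PC-7 D3A) | Quantity: 2 µM procaspase-7 mutant as dispensed | Reagent: DEVD-pNA substrate | Times: 1 h preincubation, 2 h reaction | Technique: 405 nm absorbance of p-nitroaniline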
HCV core dimer = inhibitors of HCV core protein dimerization, primary screen, biochemical, TR-FRET, high-throughput | TR-FRET GST/Flag-core106 dimerization, 1536-well | inhibition, % at 5 µM | hit rate 0.33% among 300,000;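 active = inhibition above the mean of all tested compounds plus 3 SD, set per screening campaign, cut at about 45% in these data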
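test system = GST/Flag-tagged HCV core106 proteins | probe or stimulus = Eu donor and XL665 acceptor anti-tag antibodies | times = compound-protein-antibody incubation 4 h at 22.5 °C | signal = TR-FRET, excitation 340 nm, emission 617 and 671 nm | measure = percent inhibition of core106 dimerization signal | controls = wells lacking GST-core106 and wells with excess unlabelled core106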
PAFAH2 FP inh = PAFAH2 enzyme inhibitors, primary screen, biochemical, fluorescence polarization, human | inhibition, % at 3.39 µM | hit rate 0.99% among 340,000 | recombinant PAFAH2, FP-rhodamine activity probe | Platelet-activating factor acetylhydrolase 2, cytoplasmic (Homo sapiens), Q99487;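 active = inhibition above the mean over all tested compounds plus 3 SD, cut at about 30% in these data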;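 also: inhibitors block probe labeling of enzyme so polarization drops; 0% = enzyme with DMSO and 100% = wells lacking PAFAH2 protein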
Fh CTSL1 inh = Fasciola hepatica cathepsin L1 inhibitors, primary screen, counter-screen for PFM18AAP inhibitor project, biochemical, QFRET, fluorogenic peptide substrate. AID 1906, 2009. hit rate 0.49% among 300,000. recombinant F. hepatica cathepsin L1, Z-Leu-Arg-MCA fluorescence. inhibition, % at 5.96 µM;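 active = inhibition above the mean of all tested compounds plus 3 SD, set per screening campaign, cut at about 17% in these data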;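 also: 0% = plate median of test compound wells and 100% = 1 µM Z-Phe-Ala-diazomethylketone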
An asterisk follows results filed as active; . = not tested or not shown.

SMILES	PP5 primary	procasp3 activ	PP1 inh	TPT1 inh	AHR activator	procasp7 counter	HCV core dimer	PAFAH2 FP inh	Fh CTSL1 inh
COc1ccc(OC)c(NC(=O)c2cccc(N3C(=O)C4C5CCC(C5)C4C3=O)c2)c1 (stereo not drawn)	-0.9	-1.2	-2.7	0.8	4.9	0.4	4.5	4.0	-5.9
COc1ccc2[nH]c3c(=O)n(Cc4ccc(C(=O)N5CCC(C(N)=O)CC5)cc4)c(=S)[nH]c3c2c1	0.2	0.1	4.6	-2.8	0.5	-7.2	12.8	15.7	2.9
Cc1nn(-c2ccccc2)c2c1c(C)c(CCC(=O)NCC1CCCO1)c(=O)n2C (stereo not drawn)	1.9	2.8	2.8	0.1	-1.9	-6.3	1.2	4.8	-1.9
O=C(NCC1CCCO1)c1cccc(Oc2ccc([N+](=O)[O-])cc2Cl)c1 (stereo not drawn)	4.0	4.4	-1.5	2.7	4.7	-1.9	-5.2	2.8	3.1
O=C(Cn1cc(C(=O)C2CC2)c2ccccc21)Nc1ccc(F)cc1	2.8	8.8	4.0	-0.3	3.9	-7.0	-3.7	2.2	-0.5
Cc1ccc(S(=O)(=O)Nc2cc(C(=O)NCCN(C)C)ccc2N2CCCCC2)cc1	1.6	-0.9	-2.3	-2.8	0.2	1.9	-8.4	2.7	1.7
COC(=O)c1c(NC(=O)c2ccccc2OC)sc(C(=O)N2CCOCC2)c1C	0.6	-2.9	-2.1	0.3	1.9	8.0	6.0	3.9	3.0
CCN(CC)S(=O)(=O)c1ccc(NC(=O)CN(c2cccc(C)c2)S(C)(=O)=O)cc1	4.1	1.3	-4.5	3.7	5.6	4.4	2.2	1.6	-9.8
CCS(=O)(=O)c1ccc(-c2csc(-c3ccc(Cl)cc3)n2)c(Cl)c1Cl	0.2	-7.3	-2.5	-3.9	28.6	-8.9	6.7	-4.4	-0.2
NC(=O)CCN1CCN(Cc2nc(C(c3ccccc3)c3ccccc3)no2)CC1	2.8	5.0	-2.1	-8.6	-1.5	7.0	-2.2	6.8	-4.8
O=C1NC(=NCc2ccccc2)S/C1=C/c1ccc(O)cc1	2.6	-6.6	3.8	2.3	1.9	-19.2	-9.4	18.7	-2.1
COc1ccc(NC(=O)CCNS(=O)(=O)c2cccc(C(C)=O)c2)cc1S(N)(=O)=O	0.7	9.4	-0.6	3.0	-0.5	12.0	-0.2	-2.4	0.1
Cc1nn(-c2ccccc2)c(C)c1NC(=O)c1cccs1	4.3	-4.2	-0.4	-1.9	-0.9	12.2	-3.0	-11.3	-3.4
CC(=O)C1=C(O)C(=O)N(c2ccc(S(=O)(=O)Nc3nccs3)cc2)C1c1ccc(F)cc1 (stereo not drawn)	-0.6	9.0	5.4	-1.4	1.4	3.4	-1.3	-7.2	3.7
O=C(c1ccccc1)c1ccc2cc(O)ccc2c1	2.9	-1.4	1.9	2.2	1.6	-5.5	9.7	3.0	2.2

Overlap with the part before: three entries, then new ones.
SMILES	PP5 primary	procasp3 activ	PP1 inh	TPT1 inh	AHR activator	procasp7 counter	HCV core dimer	PAFAH2 FP inh	Fh CTSL1 inh
Cc1nn(-c2ccccc2)c(C)c1NC(=O)c1cccs1	4.3	-4.2	-0.4	-1.9	-0.9	12.2	-3.0	-11.3	-3.4
CC(=O)C1=C(O)C(=O)N(c2ccc(S(=O)(=O)Nc3nccs3)cc2)C1c1ccc(F)cc1 (stereo not drawn)	-0.6	9.0	5.4	-1.4	1.4	3.4	-1.3	-7.2	3.7
O=C(c1ccccc1)c1ccc2cc(O)ccc2c1	2.9	-1.4	1.9	2.2	1.6	-5.5	9.7	3.0	2.2
COC(=O)[C@@H]1C[C@@]2(O)[C@H](O)[C@H](O)[C@H](O)C[C@H]2N1Cc1cc(OC)cc(OC)c1	-0.9	-3.8	0.0	2.0	0.2	10.8	-21.2	1.5	4.4
CCn1c(-c2ccc(-c3ccccc3)cc2)c[nH]c1=S	3.3	-2.4	3.6	6.3	0.0	3.2	17.0	2.5	0.8
CCc1nnc(NC(=O)CSc2ncnc3c2oc2ccccc23)s1	3.2	-0.4	-1.1	-3.6	13.7	6.4	-9.4	4.5	-3.0
O=C(Nc1ccc(F)c([N+](=O)[O-])c1)C(=O)c1c(O)[nH]c2ccccc12	-1.3	-0.9	-2.8	0.1	12.5	-7.8	-0.9	19.3	0.7
OCCC1CN(Cc2cccc3c2OCO3)CCN1C1CCCCC1 (stereo not drawn)	2.9	3.6	-1.3	-0.4	-2.0	5.7	0.6	6.1	-1.6
COc1ccc(NC(=O)CN(C)C2CCCCC2)cc1Cl	-1.3	1.5	-4.7	-5.7	-0.5	3.6	-1.2	-0.1	-5.3
Cc1cc(Cl)c(S(=O)(=O)Nc2ccc3c(c2)OCO3)cc1OCC(=O)NC1CCCCC1	4.9	-6.7	-0.7	-1.9	8.6	6.1	0.5	0.9	-1.7
CCOc1ccc(CNC(=O)C2Cc3cc(S(=O)(=O)N4CCCCC4)ccc3N2C(C)=O)cc1 (stereo not drawn)	0.7	-0.5	3.9	-1.7	3.4	4.9	0.1	-5.2	-3.7
O=C(CC(n1cncn1)C(Cl)(Cl)Cl)c1ccc([N+](=O)[O-])cc1 (stereo not drawn)	0.2	-4.8	-1.7	-1.5	7.0	-11.8	1.0	-15.8	0.7
COC(=O)c1ccsc1NC(=O)c1ccc(Cl)s1	-1.4	5.7	-1.7	0.2	10.4	-7.9	-75.6	0.3	1.3
CCN(CC(=O)NCCc1ccc(S(N)(=O)=O)cc1)Cc1nc2cc(OC)c(OC)cc2c(=O)[nH]1	4.4	-7.0	-1.8	-2.2	15.3	8.6	-4.4	4.4	0.8
O=C(COC(=O)CCS(=O)(=O)c1ccc(F)cc1)NC1CCCCC1	-0.6	-4.3	0.4	.	-0.6	-11.9	.	-4.0	.
O=C(c1ccc(Cl)cc1Cl)N1CCc2ccccc21	-0.9	-22.7	5.0	-0.4	26.0	0.1	-14.1	-1.4	1.0
COc1ccc(C)cc1NC(=O)c1cc2c(CO)cnc(C)c2oc1=N	1.1	9.4	-0.9	-7.2	0.0	1.6	-2.8	-4.6	0.3
COc1cccc(NC(=O)N2CCN(S(C)(=O)=O)CC2)c1	-0.2	0.3	-3.3	2.8	0.8	15.2	-2.1	-0.9	-1.4
c1ccc(-c2cc3ccccc3cn2)cc1	.	3.4	.	.	37.0	6.8	.	-1.1	.
CCCCCCCCN1[C@@H](CC(C)=O)c2cc(C(F)(F)F)ccc2S1(=O)=O	2.3	7.8	0.1	-1.5	-1.5	-6.8	-3.1	-1.4	5.1
O=C1c2ccccc2C(=Nc2ccccc2)C1c1cccc(Br)c1 (stereo not drawn)	0.5	-2.6	2.9	0.0	4.9	-1.6	2.1	4.3	-2.0
Cc1ccc(C(=O)NC(=S)Nc2nc(-c3cccc([N+](=O)[O-])c3)cs2)c(Cl)c1	-1.3	8.8	-2.6	1.0	-0.3	6.1	9.3	-13.6	-1.3
Cc1ccc(C(=O)C=CNNC(=O)c2ccccc2)cc1	2.5	0.6	-0.3	2.2	6.3	12.0	-4.5	9.5	5.1
COC(=O)CSC(C(=O)Nc1ccc(C)c(C)c1)c1ccccc1 (stereo not drawn)	-0.4	5.0	-5.5	-1.1	1.5	8.1	4.9	-0.6	-2.7
CC(=O)N(c1ccccc1)c1nnc(-c2cnc(C)cn2)s1	0.7	6.4	-5.2	-1.5	-0.7	-1.7	-1.6	-2.6	1.0
NNc1nc2cc3c(cc2s1)OCCO3	-2.3	-15.7	-1.8	13.7	27.7	-18.4	5.2	14.8	-1.1
CC(=O)Nc1cc(-c2nn3c(C)nnc3s2)ccc1C	1.8	-5.2	-1.1	2.3	99.0*	-1.6	-1.9	6.1	-2.6
Cc1ccc(COc2ccsc2C(=O)NNC(N)=S)cc1	-0.1	-22.8	-0.9	1.8	4.5	-42.5	2.6	.	-0.7
CC(C)(C)OC(=O)CNC(=O)c1nc[nH]c1C(=O)NCc1ccc(CNC(=O)OC(C)(C)C)cc1	4.1	11.0	2.4	-1.6	1.3	-1.7	-5.5	1.7	0.2
Cc1ccc(-n2ncc(C(=O)N3CCN(C(=O)c4ccco4)CC3)c2C2CCN(C(=O)OC(C)(C)C)CC2)cc1C	-0.1	-0.5	-7.2	2.2	0.7	3.2	8.5	0.7	-0.6
Cc1cccc(NC(=O)C(Cc2ccccc2)n2cccc2)c1 (stereo not drawn)	2.3	3.2	1.6	0.0	10.0	-2.8	-1.1	-2.1	4.5
CCCCCCCc1nc2c(=O)n(C)c3ccccc3c2o1	0.3	-4.6	-1.4	-2.9	1.7	0.7	1.4	5.1	-1.5
COc1ccc2oc(=O)cc(C)c2c1	-0.3	2.9	-0.2	-1.5	5.7	-3.4	6.1	-1.7	2.0
CNC(=S)NNC(=O)c1cccs1	-0.3	-4.3	-2.6	-1.7	-2.7	3.3	2.1	6.0	-1.0
Cc1ccc(S(=O)(=O)Nc2cc(C)on2)cc1	-3.0	0.8	3.0	1.7	2.8	-5.1	-0.2	7.1	-2.9
Cc1nc(NC(=O)C23CC4CC(CC(C4)C2)C3)sc1Cc1ccc2c(c1)OCO2	2.4	-2.0	6.8	-1.5	1.4	0.9	2.6	-10.1	1.9
Cc1nnc(N/N=C/c2c[nH]c3ccccc23)[nH]c1=O	-0.7	8.9	-2.5	-6.0	16.2	3.3	-2.4	4.4	5.5
O=C(c1ccc2c(c1)OCCO2)N(c1ccccn1)C1CCCCC1	3.1	-3.6	0.4	-0.9	5.3	4.0	-6.7	3.6	0.4
Cn1c(N)c(C(=O)COC(=O)Cc2ccccc2F)c(=O)n(C)c1=O	.	3.1	.	.	2.1	3.4	.	-6.4	.
CCc1nc2sc(C(=O)O)c(N)c2c2c1CCCC2	-1.8	4.4	-3.1	0.0	0.6	7.2	-0.1	3.5	1.0
O=C(c1cc(S(=O)(=O)N2CCOCC2)c(Cl)cc1Cl)N1CCN(S(=O)(=O)c2cccc(F)c2)CC1	.	-4.9	.	.	1.4	4.5	.	5.9	.
Cc1ccc(/C=C2/C(=O)N=C(N)N2C)s1	-0.2	-0.6	-3.3	-3.7	41.9	-7.7	-15.5	6.8	2.2

Taken from above.
Entry of CCn1c(-c2ccc(-c3ccccc3)cc2)c[nH]c1=S in procasp7 counter: 3.2
Entry of Cc1cc(Cl)c(S(=O)(=O)Nc2ccc3c(c2)OCO3)cc1OCC(=O)NC1CCCCC1 in PP5 primary: 4.9

Random draw from the library. About 5.6% of those tested had a hit in this group.
